RXFP1 antag: qHTS Assay for Antagonists of the Relaxin Receptor RXFP1; Relaxin receptor 1 (Homo sapiens), Q9HBX9; AID 1259400, 2018; actives 0.59% (n = 350,000); HEK293-RXFP1, relaxin-stimulated cAMP HTRF, 30 min; hits give low values; activity change, negative = inhibition, % at 57.5 µM;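 active means activity change of -60% or lower, but not beyond a set lower limit; inconclusive means change between -60% and -40%, or beyond the set limit; inactive means change above -40%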; further: on the % scale 0 is the no-effect control and ±100 the full control effect
Target sequence (Q9HBX9 whole entry, looked up): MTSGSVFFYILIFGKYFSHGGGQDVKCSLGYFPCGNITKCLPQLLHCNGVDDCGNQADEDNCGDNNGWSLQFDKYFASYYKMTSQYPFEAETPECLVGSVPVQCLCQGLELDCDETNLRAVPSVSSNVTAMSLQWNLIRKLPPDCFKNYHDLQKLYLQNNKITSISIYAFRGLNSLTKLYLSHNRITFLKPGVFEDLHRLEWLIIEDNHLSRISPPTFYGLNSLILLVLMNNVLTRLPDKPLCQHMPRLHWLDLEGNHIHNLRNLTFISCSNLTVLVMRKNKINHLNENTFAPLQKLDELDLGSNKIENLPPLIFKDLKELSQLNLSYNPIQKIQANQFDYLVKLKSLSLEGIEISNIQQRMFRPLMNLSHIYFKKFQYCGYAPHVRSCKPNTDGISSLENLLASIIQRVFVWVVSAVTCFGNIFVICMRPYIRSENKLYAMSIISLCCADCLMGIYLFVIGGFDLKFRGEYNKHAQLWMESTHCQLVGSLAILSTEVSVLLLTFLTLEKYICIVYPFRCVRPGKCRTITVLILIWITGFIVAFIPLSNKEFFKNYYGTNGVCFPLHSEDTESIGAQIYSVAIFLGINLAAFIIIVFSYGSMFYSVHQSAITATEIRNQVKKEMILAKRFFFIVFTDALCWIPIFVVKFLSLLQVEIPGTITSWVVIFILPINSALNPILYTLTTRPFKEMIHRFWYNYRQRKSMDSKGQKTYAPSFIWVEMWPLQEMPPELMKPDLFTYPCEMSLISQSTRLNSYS
D1 agonist: Allosteric Agonists of the Human D1 Dopamine Receptor: qHTS. HEK293 T-REx D1 cells, calcium flux, agonist mode. activation, % at 2 µM. D(1A) dopamine receptor (Homo sapiens), P21728. actives 1% (n = 360,000); in the data active means activation above about 30%; further: 0% is about no effect
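Inducible HEK293 T-REx D1 cells, force-coupled to calcium signalling, were plated at 4000 cells/well with tetracycline and held overnight at 30 C. After no-wash calcium dye loading, compound-evoked calcium rise over 180 s flagged agonists.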
Anesthetic bind: qHTS Assay for Identification of Novel General Anesthetics; Ferritin light chain (Equus caballus), P02791; actives 0.074% (n = 350,000); apoferritin/1-aminoanthracene competitive binding, fluorescence; Potency, µM (highest dose often 77.5 µM), without a hit: at the highest dose activity change, negative = displacement, most hits filed as inhibitors; further: potency means the concentration at half of the fitted maximal effect; on the % scale 0 is the no-effect control and ±100 the full control effect; nearly all actives have a fitted effect of over 20% in size
Target sequence (P02791 2-175 limits assumed): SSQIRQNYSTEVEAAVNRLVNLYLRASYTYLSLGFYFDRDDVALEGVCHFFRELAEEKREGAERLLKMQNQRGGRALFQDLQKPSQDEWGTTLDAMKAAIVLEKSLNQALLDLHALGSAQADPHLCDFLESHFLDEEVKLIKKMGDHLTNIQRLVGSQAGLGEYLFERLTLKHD
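Horse-spleen apoferritin (10 uM) was mixed with 50% saturated 1-aminoanthracene in PBS, exposed to compounds for 10 min at room temperature, and read for fluorescence (ex 380 nm, em 535 nm). Competitive displacement was fitted with a four-parameter Hill equation.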
RXFP1 ag: qHTS Assay for Agonists of the Relaxin Receptor RXFP1. Relaxin receptor 1 (Homo sapiens), Q9HBX9. HEK293T-RXFP1 cAMP TR-FRET, 30 min; response scale: percent of porcine relaxin response, buffer zero. Potency, µM (titrated, usually from 57.5 µM), inactives show top-dose activation, most hits filed as activators. actives 0.3% (n = 370,000); further: potency means the concentration at half of the fitted maximal effect; on the % scale 0 is the no-effect control and ±100 the full control effect; nearly all actives have a fitted effect of over 60% in size; many of its hits are not listed in these tables
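HEK293T cells stably expressing RXFP1 were pretreated with the PDE4 inhibitor Ro 20174, exposed to compounds for 30 min at 37C, lysed, and cAMP was read by TR-FRET. Data normalized to buffer (basal) and 29 nM porcine relaxin (100%).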
TRHR agonist: qHTS for Small Molecule Agonists and Allosteric Enhancers of Human TRH Receptor: Primary Screen for Agonists; TRHR cells, calcium flux fluo-8, FDSS agonist mode; actives 0.18% (n = 360,000); AID 493084, 2011; activation, % at 2 µM; Thyrotropin-releasing hormone receptor (Homo sapiens), P34981; in the data active means activation above about 30%; further: 0% is about no effect
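Read-out: compound-evoked intracellular calcium rise in TRHR cells, fluo-8 dye, kinetic FDSS fluorescence at 1 s/cycle following a 10-cycle baseline. Cells cultured overnight before dye loading (30 min–1.5 h, RT).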
D2 potentiator: HTS Assay for Positive Allosteric Modulators of the Human D2 Dopamine Receptor: Primary Screen for Potentiators. D(2) dopamine receptor (Homo sapiens), P14416. HEK293 T-REx D2, calcium flux, EC20 dopamine potentiation. potentiation, % at 10 µM. actives 0.34% (n = 340,000);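 active means potentiation over 3 SD above the plate norm, cut at about 30% in these data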; further: 0% is about no effect
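Calcium flux readout, no-wash dye, 1 read/s. Inducible HEK293 Trex D2 line, overnight 30 C. Compound alone 180 s (agonist flags), then EC20 dopamine, another 180 s to score potentiation.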
TRHR enhancer: qHTS for Small Molecule Agonists and Allosteric Enhancers of Human TRH Receptor: Primary Screen for Enhancers. TRHR cells, fluo-8 calcium fluorescence, EC20 TRH enhancement. enhancement, % at 2 µM. actives 0.66% (n = 360,000). AID 493056, 2011; in the data active means enhancement above about 30%; further: 0% is about no effect
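TRHR-expressing cells loaded with fluo-8 calcium dye were read kinetically (ex 480/em 530) during compound addition, then stimulated with an EC20 of TRH (10 nM final). Enhancement of the Gq-mediated intracellular calcium response was scored.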
D1 PAM: Potentiators of Human D1 Dopamine Receptor: qHTS; D(1A) dopamine receptor (Homo sapiens), P21728; HEK293 TREx D1 cells, calcium flux, dopamine EC20 potentiation; potentiation, % at 10 µM; actives 0.036% (n = 360,000); AID 504651, 2011; in the data active means potentiation above about 30%; further: 0% is about no effect
D1 antag: Antagonist of Human D 1 Dopamine Receptor: qHTS. HEK293 TREx D1 cells, calcium flux, dopamine EC80; hits give low values. activity change, negative = inhibition, % at 10 µM. actives 3.2% (n = 360,000); in the data active means activity change below about -30%; further: on the % scale 0 is the no-effect control and ±100 the full control effect
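Tetracycline-induced HEK293 T-REx cells with force-coupled D1 receptor were loaded with a no-wash calcium dye. Compound was added after a 10 s baseline and read kinetically for 180 s; EC80 dopamine was then added and calcium flux followed another 180 s.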
Starred values were filed as active, the others as inactive; ? = inconclusive; nt = no result given; [ ] = another dose, or the depositor's remark. Unless noted, the call rests on the fitted dose curve; in most records, active means well fitted curve in the direction sought with a large enough effect; inconclusive means small, poorly fitted or top-dose-only effect, or another doubt; inactive means no such curve, though single readings can be large; an effect the other way counts as inactive or inconclusive. The list is partial (hit frequency here may not be typical).

SMILES	RXFP1 antag	D1 agonist	Anesthetic bind	RXFP1 ag	TRHR agonist	D2 potentiator	TRHR enhancer	D1 PAM	D1 antag
COc1ccc(C(=O)N[C@H](C(=O)Nc2nc3ccccc3[nH]2)C(C)C)cc1	-17	1	-3%	-0.6%	-0.8	-11	22	-4	3
CC(=O)NC1C(Oc2ccc(C)cc2)OC2COC(c3ccco3)OC2C1O (configuration not stated)	-1	3	-2%	-0.1%	-0.2	3	4	-1	-4
Cc1cccc(NC(=O)c2cccc(S(=O)(=O)N3CCCCC3)c2)c1	-14	0	1%	-3.5%	-0.4	12	-7	0	14
CC(Nc1cccc(F)c1)C(=O)Nc1ccc(S(N)(=O)=O)cc1 (configuration not stated)	-7	2	-8%	-0.4%	1.0	-6	1	-4	-3
O=C(O)c1ccc(COc2cccc(CO)c2)cc1	9	1	6%	-0.3%	0.0	-7	-12	6	1
CCOc1ccc(C(=O)NC(=S)NCc2cccnc2)cc1	13	1	-5%	3.9%	-0.3	10	1	-2	7
CC(C)Oc1ccccc1-c1cc(C(=O)N/N=C/c2cccnc2)c2ccccc2n1	6	1	-15%	0.5%	-0.1	-2	-2	-4	2
C[C@H]1[C@H](c2ccccc2)C[C@@H](C(=O)O)C1(C)C	nt	2	nt	1.4%	0.0	-3	-6	-11	-16
Cc1ccc(CN2C(=O)C(CC(C)C)Nc3ncnc(N4CCN(c5ccccn5)CC4)c32)cc1 (configuration not stated)	nt	3	nt	2.5%	2.4	-5	-10	-5	-2
CN(C)c1cccc(C(=O)OCC(=O)NCc2ccco2)c1	-5	-1	-10%	-0.1%	-0.1	-6	-4	11	-12
CC(C)c1ccc(C(=O)NCCCN2CCOCC2)cc1	7	3	-5%	-1.9%	-0.1	-1	-3	-1	-19
O=C(CCCN1C(=O)c2ccccc2C1=O)NCCC1=CCCCC1	7	0	-1%	-0.6%	0.1	-9	0	0	4
COc1ccc(S(=O)(=O)N2CCN(Cc3nc4ccc(C)cc4o3)CC2)cc1Cl	-13	15	54%[activator]	-3.6%	-1.3	4	3	2	-3
CCCOc1cccc(OCCSc2nc(C)cc(=O)[nH]2)c1	-8	1	-14%	-0.2%	-0.3	-6	-4	-1	-26
CC(=O)N1CCc2cc(C(=O)CN3CCN(c4cccc(Cl)c4)CC3)ccc21	1	7	-17%	1.9%	0.1	-16	17	-6	-22
Cc1ccc(C(=O)NC2CC3CCCC(C2)N3C(=S)NCc2ccco2)cc1 (configuration not stated)	5	0	-18%	-1.4%	-2.2	7	11	-4	-9
CCCCN(C(=O)CCCc1nc2ccccc2c(=O)[nH]1)c1c(N)n(CC(C)C)c(=O)[nH]c1=O	3	3	nt	-0.6%	0.3	4	3	nt	18
O=C(COc1cccc2c1CCN(Cc1ccccc1)C2=O)NCc1ccco1	20	3	3%	-0.8%	-0.8	-3	-18	-2	3
CCC1CCCCN1C(=O)c1sc(-n2nc(C)c(Cc3ccccc3)c2C)nc1C (configuration not stated)	2	-1	-4%	27%	0.6	8	2	1	-10
Cc1no[n+]([O-])c1COc1ccc(/C=C(\C#N)C(N)=O)cc1	-10	7	-7%	1.6%	0.7	6	-7	-6	0
CCC(=O)NNc1ncnc2c1cnn2C	-9	6	-2%	18%	1.6	-2	-4	-4	-7
Cc1ccc(N2CC(C(=O)Nc3ccc(S(=O)(=O)Nc4ncccn4)cc3)CC2=O)cc1C (configuration not stated)	1	2	0%	-0.4%	0.1	-9	-6	-3	-10
CCn1ncc(Cl)c1C(=O)Nc1ccncc1	13	4	-6%	1.7%	0.4	-8	-1	-2	7
CCOC(=O)Cc1csc(NC(=O)c2c(-c3c(F)cccc3Cl)noc2C)n1	-6	5	-10%	2.5%	0.0	21	13	-5	-26
CCNC(=O)NC(=O)CSc1ccccc1F	nt	1	-9%	2.4%	0.3	-2	4	-3	13
Cc1c(O)ccc(/C=N/Nc2ncccc2[N+](=O)[O-])c1O	5	-1	-5%	-0.7%	-0.8	nt	10	0	24
O=C1CCCC2=C1C(c1ccc3c(c1)OCO3)c1c([nH]n(-c3ccccc3)c1=O)N2 (configuration not stated)	4	2	-20%	1.0%	0.3	6	5	5	2
Cc1onc(C(=O)N2C(C)CCCC2C)c1[N+](=O)[O-] (configuration not stated)	-3	2	-1%	0.2%	-0.9	18	7	3	6
CC(=O)c1ccc(N2C(=O)NC3(CCCCC3)C2=O)cc1	-6	3	-21%	1.3%	0.6	-2	2	0	2
Nc1nnc(SCC(=O)OCC(=O)c2ccccc2)s1	1	3	-11%	-0.3%	0.0	2	-1	-7	3
COc1ccccc1CNC(=O)COC(=O)c1ccc(N2CCCC2=O)cc1	4	2	nt	0.6%	0.1	-18	-4	-9	-11
COc1ccc(OC)c(NC(=O)CSc2nnc3ccc(-c4ccncc4)nn23)c1	-8	0	-13%	4.5%	-0.1	4	-1	-4	-15
COc1ccccc1C(=O)NCCC(=O)NCc1ccncc1	-1	5	nt	0.9%	0.3	9	0	nt	2
COc1ccc(NC(=O)/C(C#N)=C/c2ccc(OCc3cc(=O)n4nc(C)sc4n3)cc2)cc1	nt	1	-4%	-4.1%	-2.2	18	0	1	-1
Cc1c(CCO)c(=O)n(-c2ccccc2)n1S(=O)(=O)c1c(Cl)cc(Cl)cc1Cl	-12	-1	?	2.2%	-0.2	7	3	-10	24
O=S(=O)(c1ccc(F)cc1)N1CCN(c2nc(-c3cccs3)nc3cc(Cl)ccc23)CC1	nt	2	nt	nt	-0.4	nt	-1	-4	-10
CCNC(=O)CN(c1ccc(F)cc1)S(=O)(=O)c1ccc2c(c1)OCCO2	13	2	5%	-0.8%	-1.7	nt	4	-7	-4
CCOC(=O)CC(=O)CSc1nc2ccccc2c(=O)n1CCc1ccc(S(N)(=O)=O)cc1	-16	3	-1%	0.2%	0.5	6	1	0	10
CCCCn1c(=N)n(CC(=O)c2ccc(OC)cc2)c2ccccc21	nt	13	-16%	4.4%	1.7	-15	4	0	18
COc1cccc(NC(=O)Cn2cnc3sc(C)c(S(=O)(=O)N4CCCCC4)c3c2=O)c1	8	12	41%[activator]	0.4%	-0.5	15	2	1	3

Reformatted: five of the compounds above
Below each compound – RXFP1 antag, D1 agonist, Anesthetic bind, RXFP1 ag, TRHR agonist, D2 potentiator, TRHR enhancer, D1 PAM, D1 antag
CCOC(=O)CC(=O)CSc1nc2ccccc2c(=O)n1CCc1ccc(S(N)(=O)=O)cc1
→ -16, 3, -1%, 0.2%, 0.5, 6, 1, 0, 10
O=S(=O)(c1ccc(F)cc1)N1CCN(c2nc(-c3cccs3)nc3cc(Cl)ccc23)CC1
→ nt, 2, nt, nt, -0.4, nt, -1, -4, -10
CC(=O)c1ccc(N2C(=O)NC3(CCCCC3)C2=O)cc1
→ -6, 3, -21%, 1.3%, 0.6, -2, 2, 0, 2
Nc1nnc(SCC(=O)OCC(=O)c2ccccc2)s1
→ 1, 3, -11%, -0.3%, 0.0, 2, -1, -7, 3
CCn1ncc(Cl)c1C(=O)Nc1ccncc1
→ 13, 4, -6%, 1.7%, 0.4, -8, -1, -2, 7

Next structures.
SMILES	RXFP1 antag	D1 agonist	Anesthetic bind	RXFP1 ag	TRHR agonist	D2 potentiator	TRHR enhancer	D1 PAM	D1 antag
NCC(c1ccccc1Cl)c1c[nH]c2ccccc12 (configuration not stated)	-8	17	-7%	-1.7%	0.9	-12	1	-2	-9
COc1cc(Cl)ccc1OCc1cc(C(=O)N(C)C2CC(C)(C)NC(C)(C)C2)no1	-8	3	-3%	0.0%	0.3	11	-11	-6	24
O=C1C(NS(=O)(=O)c2cccs2)=C(N2CCOCC2)C(=O)c2ccccc21	11	0	-2%	3.7%	-1.0	3	-3	0	-4
Cc1ccc(C)c(Oc2cc(NC(=O)CCCn3nc(C)c([N+](=O)[O-])c3C)cc([N+](=O)[O-])c2)c1	-3	8	?	-1.1%	1.2	11	-5	-10	-29
NC(=O)N/N=C/c1c(O)ccc2oc3c(c12)CCCC3	0	0	-1%	-2.0%	-0.2	-1	4	-6	31
Cc1ccc2c(c1)-c1cc(C)nn1C(c1cc(Br)ccc1O)N2 (configuration not stated)	-114*	15	1%	-3.4%	-0.2	-5	12	1	-17
O=C(CN1C(=O)c2ccccc2S1(=O)=O)c1ccc(OC(F)F)cc1	1	4	?	0.4%	0.2	-9	2	-5	-13
CCOC(=O)N1CCC(Nc2c(-c3ccccc3)c(=O)c2=O)CC1	0	9	-13%	2.2%	0.5	-12	-3	-9	4
COC(=O)c1cccc(NC(=O)c2cccnc2)c1	nt	9	-4%	1.1%	0.9	-9	-1	-8	-4
CC(C)[C@H](NS(=O)(=O)c1ccccc1)C(=O)OCC(=O)Nc1ccc2c(c1)OCO2	-3	-1	1%	6.6%	-1.5	-6	14	-11	-1
CN(C)S(=O)(=O)c1cccc(NC(=O)c2cc(=O)[nH]c(=O)[nH]2)c1	2	0	3%	-3.1%	-0.7	2	-2	8	-3
O=C(Cn1cc([N+](=O)[O-])cn1)N1CCc2ccccc21	43	1	-11%	3.6%	-0.3	-5	-7	7	-12
CN1CCN(C(CNC(=O)c2c(F)cccc2F)c2ccc3c(c2)OCO3)CC1 (configuration not stated)	5	2	5%	-1.4%	0.3	0	0	-1	9
Cc1ccc(S(=O)(=O)CC(=O)Nc2ccc(Cl)cn2)cc1	-7	0	-11%	5.4%	-0.2	-5	-2	0	19
Cc1ccc(NC(=O)Cc2ccc(-n3c(C)nc4cccnc43)cc2)c(Cl)c1	?	8	-14%	7.6%	-1.3	6	-1	2	-16
Cc1nc2c(S(=O)(=O)c3ccccc3)cnn2c(C)c1C	-10	2	-7%	18%	0.2	0	-1	-6	-1
CCCOc1ccc(NC(=O)CC2C(=O)N(c3ccccc3)C(=O)N2CCC(C)C)cc1 (configuration not stated)	-9	1	-9%	-0.5%	0.0	-3	5	0	-2
CC(C)OCCCNC(=S)Nc1ccc2nc3n(c(=O)c2c1)CCCCC3	11	2	-7%	4.6%	-0.4	0	21	-4	-10

From PubChem
